# Compound activity from PubChem BioAssay.
# MLLE-PAM2 inh: inhibitors of PABP1 MLLE–PAM2 peptide binding, primary screen, biochemical, fluorescence polarization, FITC-PAM2, GST-MLLE | Polyadenylate-binding protein 1 (Homo sapiens), P11940 | inhibition, % at 20 µM | 360,000 tested, 0.36% active; in the data active = inhibition above about 35%, passing the limit was not always enough;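 note: plate controls were DMSO wells with GST-MLLE for no effect and wells lacking GST-MLLE protein for full effect; some results filed as inactive read as strong as hits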
# SKN-1 block: suppressors of acrylamide-induced Pgst-4::GFP reporter in worms, primary screen, SKN-1 inhibitor project, whole organism, uHTS, GFP/RFP fluorescence ratio, strain VP596; inhibition, % at 21.8 µM; C. elegans VP596 Pgst-4::GFP/RFP ratio, 24 h; 360,000 tested, 0.49% active;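 active = interference check ratio from 0.5 to 1.5 plus GFP to RFP signal ratio inhibition reaching or exceeding a fixed threshold, cut at about 30% in these data, passing the limit was not always enough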; note: some compounds called inactive have numbers as strong as hits
# MT1-MMP act inh: blockers of MT1-MMP proenzyme processing, primary screen, HT1080 RFP-PRO-GFP cells, GFP/RFP fluorescence; Matrix metalloproteinase-14 (Homo sapiens), P50281; GFP/RFP ratio fluorescence, overnight; percent of plate control window, DMSO zero; GFP/RFP ratio change, % at 20 µM; 360,000 tested, 0.061% active;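 active = GFP/RFP ratio change of at least 30% with cell ATP level not reduced by more than half and red fluorescence within 50% of control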; note: strong numbers were not always called active
#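 Material – HT1080 RFP-PRO-GFP cells · Control set – DMSO wells and RFP-L50D-GFP cells · Incubation – overnight cell settling, then overnight compound exposure, 37 °C, 5% CO2 · Compound dosing – single-point 20 µM compound, 1% DMSO · Read-out – GFP/RFP fluorescence ratio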
# E coli Lon inh: inhibitors of E. coli Lon protease, primary screen, biochemical, fluorescence polarization | P0A9M0 | purified E. coli Lon protease | inhibition, % at 7.94 µM | 360,000 tested, 0.42% active; in the data active = inhibition above about 13%, passing the limit was not always enough;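 note: 0% = enzyme with probe and DMSO and 100% = no enzyme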
# Tb MetRS inh: T. brucei MetRS inhibitors, primary screen, biochemical, luminescence; AID 624268, 2012; inhibition, % at 11.9 µM; methionyl-tRNA synthetase (Trypanosoma brucei brucei); 360,000 tested, 0.4% active; purified T. brucei MetRS, ATP depletion, Kinase-Glo luminescence;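 active = inhibition above a per-plate cutoff of the control wells' mean inhibition plus 3 SD, cut at about 5.5% in these data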;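 note: 0% = DMSO wells median and 100% = median of wells with control inhibitor compound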
#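 Test system – parasite MetRS enzyme · Reagent – substrates ATP, L-methionine and bulk Escherichia coli tRNA · Doses – 11.9 µM compound single dose, 0.9% DMSO · Times – 15 min enzyme-compound preincubation, 2 h reaction, 10 min detection, 25 °C · Signal – Kinase-Glo luminescence, ATP depletion format · Controls – DMSO-only wells as low control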
# bovine MsrA act: bovine MsrA enzyme activators, primary screen, biochemical, absorbance, HTS; activation, % at 10.6 µM; Methionine sulfoxide reductase A (Bos taurus); purified bovine MsrA, absorbance read-out; 360,000 tested, 0.3% active; in the data active = activation above about 7.5%;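 note: 0% = vehicle and 100% = reference activator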
# FAS-TE inh: FAS thioesterase domain inhibitors, primary screen, biochemical, fluorescence intensity, uHTS. Fatty acid synthase (Homo sapiens), P49327. recombinant FAS-TE, OMFH fluorogenic substrate, fluorescence endpoint. inhibition, % at 15 µM. 360,000 tested, 0.67% active. AID 602261, 2012;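 active = compounds whose normalised, plate-corrected inhibition of enzyme fluorescence in the single-dose primary screen is 50% or more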;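 note: 0% = DMSO with enzyme and 100% = substrate without enzyme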
# MsrA inhibitor: bovine MsrA enzyme inhibitors, primary screen, biochemical, absorbance, HTS; purified bovine MsrA, absorbance read-out; 360,000 tested, 0.75% active; inhibition, % at 15.5 µM; in the data active = inhibition above about 4.5%;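 note: 0% = vehicle wells with enzyme and 100% = reference inhibitor wells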
# NRP1-CendR mod: modulators of CendR peptide binding to NRP-1, primary screen, biochemical, fluorescence polarization, uHTS; FAM-RPARPAR peptide binding to NRP-1; inhibition, % at 25 µM; 360,000 tested, 0.85% active; Neuropilin-1 (Homo sapiens), O14786;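 active = inhibition or corrected inhibition above about 18%, plus a signal ratio from 0.5 to 1.5, limit read from the data, passing the limit was not always enough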; note: strong numbers were not always called active
# Target sequence (O14786 whole entry, looked up): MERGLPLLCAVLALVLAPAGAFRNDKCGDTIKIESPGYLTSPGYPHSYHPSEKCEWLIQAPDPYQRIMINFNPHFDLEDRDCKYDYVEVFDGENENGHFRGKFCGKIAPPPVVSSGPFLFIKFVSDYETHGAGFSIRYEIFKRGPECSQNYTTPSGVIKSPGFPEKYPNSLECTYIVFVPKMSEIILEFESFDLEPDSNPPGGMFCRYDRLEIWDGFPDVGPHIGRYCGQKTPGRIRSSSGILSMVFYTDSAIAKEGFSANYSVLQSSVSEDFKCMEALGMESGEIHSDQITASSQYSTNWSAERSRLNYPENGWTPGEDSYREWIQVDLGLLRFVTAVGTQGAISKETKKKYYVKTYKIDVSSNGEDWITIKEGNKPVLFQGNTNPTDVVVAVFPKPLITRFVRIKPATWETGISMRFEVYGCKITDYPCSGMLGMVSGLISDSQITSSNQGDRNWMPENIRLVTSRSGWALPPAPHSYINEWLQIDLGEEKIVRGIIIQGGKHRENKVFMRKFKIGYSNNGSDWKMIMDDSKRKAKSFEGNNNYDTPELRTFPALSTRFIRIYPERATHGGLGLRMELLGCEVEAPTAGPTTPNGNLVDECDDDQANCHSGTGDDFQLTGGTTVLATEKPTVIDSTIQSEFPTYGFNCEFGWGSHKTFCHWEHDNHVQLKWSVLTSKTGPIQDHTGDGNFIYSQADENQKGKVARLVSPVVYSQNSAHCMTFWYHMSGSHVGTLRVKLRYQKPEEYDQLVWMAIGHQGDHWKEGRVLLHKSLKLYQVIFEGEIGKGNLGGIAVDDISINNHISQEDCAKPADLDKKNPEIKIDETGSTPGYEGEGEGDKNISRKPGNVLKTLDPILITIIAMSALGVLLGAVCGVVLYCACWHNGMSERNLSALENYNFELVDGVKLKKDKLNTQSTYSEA
# Active calls of the source: *; · = not tested or not shown; & = joins results of further samples.
SMILES,MLLE-PAM2 inh,SKN-1 block,MT1-MMP act inh,E coli Lon inh,Tb MetRS inh,bovine MsrA act,FAS-TE inh,MsrA inhibitor,NRP1-CendR mod
CCc1nnc(NC(=O)c2ccc(-c3ccc([N+](=O)[O-])cc3Cl)o2)s1,23,-7,4,-1,0.7,-4,8,-2.3,3
CCCC(=O)Nc1nc2nc(C)cc(=O)n2[nH]1,3,3,-3,10,-1.3,-11,-10,0.0,-3
CCc1ccc(/C=N/NC(=O)c2ccccn2)cc1,-10,17,9,12,-0.6,-2,-2,0.2,7
Cc1ccc(Cl)cc1N1CCN(C(=O)CCC(=O)O)CC1,-8,-12,-3,1,0.0,-3,-4,0.2,9
O=C(c1cc2cc([N+](=O)[O-])ccc2s1)N1CCOCC1,-2,1,-1,-6,-0.1,-4,-1,3.5,0
Cc1ccc(S(=O)(=O)Nc2ccc3c(c2)C(=O)N([C@H](C)CO)C[C@H](C)[C@@H](CN(C)C(=O)NC2CCCCC2)OCCCC[C@@H](C)O3)cc1,-56,11,-2,0,-0.4,0,7,-1.7,-15
O=C(Nc1cccc(F)c1)C1CCCN(S(=O)(=O)c2ccc(-n3cnnn3)cc2)C1 (centres undefined),1,5,-9,-8,1.8,-3,13,0.6,13
CCOC(=O)N1CCC(NC(=O)c2cc(C(=O)NCc3ccc(F)cc3)ccc2CO)CC1,-3,-10,3,0,-0.4,-9,-7,0.7,4
Cc1cc(C)nc(NS(=O)(=O)c2ccc(N3C(=O)C4CCCCC4C3=O)cc2)n1 (centres undefined),7,1,-1,2,-1.2,-3,-8,-1.8,10
O=C(c1nc2ccc(Cl)cn2c1CN1CCC[C@H]1CO)N1CCCCCCC1,36,12,-10,12,0.0,-2,-4,-1.3,-5
C=CCNc1nc(N)c(C(=C(C#N)C#N)c2ccc(Br)cc2)s1,17,5,0,12,-0.3,-6,48,-0.5,6
CC(C)CC(NC(=O)c1ccccc1)C(=O)N/N=C/c1ccco1 (centres undefined),-8,2,3,-3,0.6,-1,-6,0.0,-6
Cc1cc(C)cc(NC(=O)CSc2nc3ccncc3[nH]2)c1,-18,-8,4,-6,-0.2,-3,-13,3.0,0
C=C/C(C)=C/C[C@H]1C(=C)CCC2[C@](C)(C(=O)O)CCC[C@@]21C (some centres undefined),11,12,1,3,-1.7,-3,9,·,-24
O=C(CCNC(=O)c1ccc(Cl)cc1)Nc1cccc(S(=O)(=O)N2CCCCC2)c1,-20,5,-2,-11,0.0,-1,7,-1.2,-2
Cc1nn(S(=O)(=O)c2ccc(C(C)C)cc2)c(C)c1S(=O)(=O)N1CCOCC1,-6,-3,7,-4,-0.8,-10,-8,-0.3,1
CCOC(=O)c1cnc(SC2CC(=O)N(c3cccc(OC)c3)C2=O)nc1N (centres undefined),18,-26,6,-10,-1.3,-9,-11,-0.8,11
Cc1c(Cl)cccc1NC(=O)Nc1cc(C(C)(C)C)nn1C,3,-7,5,4,-0.2,-4,5,0.6,-18
Cc1ccc2[nH]c(=O)c(CN(C(=O)c3cccc([N+](=O)[O-])c3)C(C)C)cc2c1,5,6,-4,4,0.3,-5,10,0.6,5
c1ccn2cc(C34CC5CC(CC(C5)C3)C4)nc2c1,-30,4,0,4,-0.4,-1,5,-0.2,-6
CCCCn1c(N)c(N(CC(C)C)C(=O)CSCc2cccc(C)c2)c(=O)[nH]c1=O,5,5,-6,-2,-0.7,-11,-6,-0.9,0
Cc1cc(C)nc(Oc2ccc(Br)cc2Br)n1,-6,4,5,-3,-0.5,-3,6,0.5,8
Cc1ccc(NC(=O)c2cc(=O)n(Cc3ccccc3)c(=O)[nH]2)cc1C,11,-6,3,-1,0.0,-5,-9,-0.4,-14
CCN(Cc1cccs1)C(=O)CN1C(=O)NC2(CCCc3ccccc32)C1=O (centres undefined),-31,0,0,-13,-0.7,-1,2,0.6,-2
COc1ccc(OC)c(NC(=O)C2CCN(S(=O)(=O)c3cccs3)CC2)c1,5,-17,4,0,-0.9,-9,1,0.7,3
Nc1ccc(C(=O)N/N=C\c2ccc(OC(=O)c3ccccc3Cl)cc2)cc1,-4,-12,3,-8,-0.2,-3,-4,1.0,-4
c1nc2sc3c(c2c2nnnn12)CCC3,7,2,-8,-12,-0.5,-3,-5,1.2,12
CC1=C(C(=O)N(C)C)CC(CC(=O)NC(c2ccccc2)c2ccccc2)C(=O)N1Cc1ccccc1 (centres undefined),4,-1,-1,-1,-0.6,0,10,2.0,-4
O=C(NCc1ccccc1Cl)C1=CC=CN2CCS(=O)(=O)N=C12,-1,-1,0,0,-0.3,-6,-3,0.3,-12
CCCCNC(=O)C1CC(=O)N(c2ccc(OC)cc2)C1c1ccc(OC)cc1 (centres undefined),2,-13,0,4,-0.6,-10,-7,-0.7,-4
COc1ccc(C(=O)NC(=S)NCc2cccnc2)cc1[N+](=O)[O-],38*,-4,2,0,0.1,-6,0,0.3,-2
COc1ccc(-n2ncc(C(C)NS(=O)(=O)c3cccs3)c2C)cc1 (centres undefined),1,-3,2,-2,-0.7,-7,-5,-0.3,-3
O=C(NCc1ccc2c(c1)OCO2)c1ccccc1,-13,-6,-1,-4,-0.7,-3,-4,-0.7,-1
O=C(COc1ccccc1)Nc1ccc(-c2ccc(N3CCOCC3)nn2)cc1,10,-1,6,-5,-0.4,-4,-2,0.0,22*
O=C(COC(=O)C1(c2ccccc2F)CCCC1)N1CCN(C(=O)c2ccco2)CC1,-10,7,4,-3,0.0,-4,-2,-0.1,-2
CNC(=O)c1c(NC(=O)CS(=O)(=O)c2ccc(Cl)cc2)sc(C)c1C,14,16,5,-7,-0.5,-3,-4,-0.8,2
Cc1ccc(C(=O)Nc2ccc(S(=O)(=O)NC3=NCCCCC3)cc2)c(C)c1,-5,6,1,0,-0.3,-2,-5,0.1,12
Cn1c(SCC(=O)N2CCCC2=O)nc2ccccc2c1=O,-17,-1,-2,5,-0.2,-1,-2,0.0,-6
O=C1CCC(C(=O)OCc2ccccc2)N1 (centres undefined),-54,-10,10,-3,-1.0,-4,-5,0.2,-3
C[C@@H]1CCCCO[C@@H](CN(C)Cc2ccc(C(F)(F)F)cc2)[C@@H](C)CN([C@H](C)CO)C(=O)c2cc(N(C)C)ccc2O1,-9,14,-11,-5,-1.2,2,10,-0.6,-4

# Of the compounds above, these contain bromine:
SMILES,MLLE-PAM2 inh,SKN-1 block,MT1-MMP act inh,E coli Lon inh,Tb MetRS inh,bovine MsrA act,FAS-TE inh,MsrA inhibitor,NRP1-CendR mod
C=CCNc1nc(N)c(C(=C(C#N)C#N)c2ccc(Br)cc2)s1,17,5,0,12,-0.3,-6,48,-0.5,6
Cc1cc(C)nc(Oc2ccc(Br)cc2Br)n1,-6,4,5,-3,-0.5,-3,6,0.5,8

# The list goes on:
SMILES,MLLE-PAM2 inh,SKN-1 block,MT1-MMP act inh,E coli Lon inh,Tb MetRS inh,bovine MsrA act,FAS-TE inh,MsrA inhibitor,NRP1-CendR mod
CCCNCc1cc(OC)c(OCC(=O)NCCc2ccccc2)cc1Br,-15,3,0,8,0.1,-2,-5,-1.8,3
C=CCOC(=O)C1=C(C)NC(SC)=C(C#N)C1c1ccc(OCC)cc1 (centres undefined),9&-9,10&6,0&-2,-9&-4,-0.3&0.7,3&0,28&20,0.7&0.2,1&-3
CCOc1cc(S(=O)(=O)NCc2ccccn2)ccc1Cl,3,8,4,-6,-0.6,-2,-6,0.2,-4
OC[C@@H](O)[C@@H](O[C@@H]1O[C@H](CO)[C@H](O)[C@H](O)[C@H]1O)[C@H](O)[C@@H](O)CO,2,35,0,-3,-0.2,0,-1,-1.4,-10
O=C(COC(=O)CNS(=O)(=O)/C=C/c1ccccc1)NC1CCS(=O)(=O)C1 (centres undefined),-9,14,-6,-4,-0.8,1,-2,-0.7,8
Cc1nnc(SCC(=O)NC23CC4CC(CC(C4)C2)C3)n(N)c1=O,-9,0,-4,6,-0.5,-3,-3,0.9,-8
OCCN(CC#CC(O)(c1ccccc1)C1CCCCC1)CCO (centres undefined),3,10,1,-4,-0.5,-2,-6,-1.5,11
O=C(CC1Sc2ccccc2NC1=O)NCc1ccc(Cl)cc1 (centres undefined),14,-3,6,3,-0.1,-3,-2,-1.3,-2
OC(c1ccc2c(c1)OCO2)c1ncc(-c2cccc(C(F)(F)F)c2)[nH]1 (centres undefined),-14,-14,2,6,-0.1,-5,7,-0.8,5
O=C(Oc1cccc(C(=S)N2CCOCC2)c1)c1cccc(Cl)c1,7,3,1,-2,-0.3,-5,19,-0.3,-2
CCN1C(=O)[C@H]2[C@@H](c3ccc(C(F)(F)F)cc3)N[C@]3(CCCN(CC4CCCCC4)C3=O)[C@H]2C1=O,11,-11,-1,1,-0.4,1,18,-1.0,-5
O=[N+]([O-])c1cc(Cl)ccc1NCCNS(=O)(=O)c1ccccc1,-4,7,6,1,0.2,-4,9,-0.6,-77
Cn1c(NC(=O)C2CC2)cc(=O)n(C)c1=O,-7,0,2,3,0.3,-1,-2,-0.8,2
O=C(CSc1nnc(-c2c[nH]c3ccccc23)o1)N1c2ccccc2CCc2ccccc21,-17,31,-12,1,0.5,-2,55*,2.4,1
OCCN1CCN(C(=S)c2ccc(Br)cc2)CC1,27,3,-5,1,-0.1,-3,-5,-0.8,-6
Cc1cccc(NC(=O)C2(C)CC3c4ccccc4C2c2ccccc23)c1C (centres undefined),13,-2,-9,9,-1.0,-6,20,1.0,-5
Cc1ccc(S(=O)(=O)N(CCC(=O)Nc2ccc(OC(F)(F)F)cc2)c2ccccc2)cc1,-14,8,-4,9,-0.2,-4,20,-1.0,40*
Cc1cc(C(=O)C(C)Sc2cccc[n+]2[O-])c(C)n1-c1ccc(Cl)cc1 (centres undefined),17,-6,-1,1,-0.2,0,1,1.4,-9
CCCCOCCCNC(=O)C[C@@H]1C[C@@]2(C(=O)OC)CC(C)(C)CC=C2N(CCc2ccc(OC)c(OC)c2)C1=O,·,-6,-1,·,-0.2,·,·,-0.7,-9
CCCn1c(N)c(N(CCOC)C(=O)c2cc(-c3ccco3)nc3ccccc23)c(=O)[nH]c1=O,18,8,4,-1,0.0,-5,-5,2.4,12
CCOCCCNC(=S)Nc1cc(OCC)c(NC(=O)c2ccco2)cc1OCC,4,2,-2,-7,-1.4,-8,-7,0.2,7
CCN(CC)CCCNC(=O)c1cc(-c2ccc(O)cc2)on1,-2,50,9,-7,-0.5,-1,-2,0.1,3
Cc1cc(=O)[nH]c(SCC(=O)N2CCCCC2)n1,20,-6,-1,1,-2.3,-6,-4,0.8,9
COc1c2ccoc2nc2c(OC)c(O)ccc12,0,-14,5,-4,0.0,-13,-9,2.3,-4

# Compounds as they come (roughly 4% active in at least one column).
